# RPL19A-GFP yeast: RPL19A-GFP expression modulators in yeast, primary screen, cell-based, S. cerevisiae, multiplex flow cytometry, MLPCN; S. cerevisiae RPL19A-GFP strain, 3 h; stronger effect = lower value; percent response vs DMSO, % at 10 µM; actives 0.3% (n = 330,000); AID 2025, 2009;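 active means percent response vs DMSO below 50%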;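 further: median channel GFP fluorescence of the barcoded RPL19A-GFP strain; ratio of sample median GFP to plate DMSO average so 100% = DMSO; lower means less RPL19A-GFP as with rapamycin TOR inhibition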
# LAP4 TOR yeast: modulators of LAP4-GFP expression in yeast, primary screen, S. cerevisiae, multiplex flow cytometry, MLPCN library | 3 h; median GFP as percent of DMSO wells | GFP response vs DMSO, % at 10 µM | actives 0.34% (n = 320,000) | AID 2023, 2009;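 active means GFP response vs DMSO above a set limit, about the screen mean plus 3 SD, cut at about 150% in these data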
# AHR act: AHR activators, primary screen, cell-based, luminescence, luciferase reporter, human; activation, % at 5 µM; AHR-responsive luciferase reporter cells; Aryl hydrocarbon receptor (Homo sapiens), P35869; actives 2.5% (n = 320,000); in the data active means activation above about 47%;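 further: 0% = vehicle wells and 100% = reference agonist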
# EBNA-1 inhibitor: EBNA-1 DNA-binding inhibitors, primary screen, biochemical, fluorescence polarization; inhibition, % at 14.8 µM; actives 0.34% (n = 300,000); in the data active means inhibition above about 28%
# proCasp3 act: activators of human procaspase-3 D3A mutant, primary screen, biochemical, absorbance, PC-3 D3A mutant, single concentration; Caspase-3 (Homo sapiens), P42574; recombinant procaspase-3 D3A, Ac-DEVD-pNA absorbance 405 nm; activation, % at 8.5 µM; actives 0.11% (n = 330,000); AID 463141, 2010;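 active means activation above the mean of all tested compounds plus 3 SD, cut at about 21% in these data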;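 further: 0% = DMSO alone and 100% = DMSO wells spiked with extra 5 µM PC-3 D3A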
#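 System: Procaspase-3 D3A mutant. Medium: Zinc-free 300 mM NaCl, 50 mM HEPES, 0.01% Triton X-100. Schedule: 1 h preincubation plus 2 h reaction at 25 °C. Measured by: 405 nm absorbance of p-nitroaniline, reads at 0 and 120 min. Read-out: percent activation relative to control range.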
# MEP2-GFP yeast: modulators of MEP2-GFP levels in yeast, primary screen, S. cerevisiae, multiplex flow cytometry, MLPCN library | actives 0.51% (n = 330,000) | GFP response vs DMSO, % at 10 µM | AID 2016, 2009 | S. cerevisiae MEP2-GFP strain, 3 h; 100% = DMSO control level;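 active means GFP response versus DMSO above a set limit, roughly screen mean plus 3 SD, cut at about 180% in these data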;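 further: median GFP fluorescence of the barcode-gated MEP2-GFP cells per well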
# ZTA DNA inh: blocks Epstein-Barr virus ZTA, an EBNA-1 counter-screen; P03206; ZTA-DNA binding, fluorescence polarization; inhibition, % at 11 µM; actives 0.15% (n = 320,000); AID 2234; in the data active means inhibition above about 33%
# proCasp7 act: procaspase-7 activators, primary screen, counter-screen for procaspase-3 activator project, biochemical, absorbance, HTS, human; activation, % at 8.5 µM; Caspase-7 (Homo sapiens), P55210; recombinant procaspase-7, Ac-DEVD-pNA absorbance 405 nm; D23A/D198A/D206A triple mutant, cannot self-cleave; scale: DMSO 0, 5 µM enzyme 100; actives 0.093% (n = 330,000);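 active means percent activation above the screen-wide mean plus 3 SD, cut at about 25% in these data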
#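 Assay system – Uncleavable procaspase-7 mutant enzyme · Quantity – 2 µM procaspase-7 mutant as dispensed · Times – 1 h preincubation, 2 h reaction · Dosing – single nominal 8.5 µM compound dose, 0.8% DMSO final · Buffer or medium – Zinc-free 50 mM HEPES buffer, pH 7.4, with NaCl and Triton X-100 · Detection – Epi-absorbance of released pNA at 405 nm, two timepoints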
# * = called active by the depositor; . = not tested or not shown.
SMILES,RPL19A-GFP yeast,LAP4 TOR yeast,AHR act,EBNA-1 inhibitor,proCasp3 act,MEP2-GFP yeast,ZTA DNA inh,proCasp7 act
O=C(NC1CCCCC1)C1(c2ccccc2)CC1(Cl)Cl (stereo unspecified),98,96,1,11,8,97,-6,-8
COc1ccc(Cn2c(N)c(C#N)c3nc4ccccc4nc32)cc1,106,93,5,1,-7,93,1,-22
CCCNC(=O)NCCC12CC3CC(CC(C3)C1)C2,108,98,5,-9,-7,105,-14,-1
COc1ccc(NC(=O)CN2C(=O)NC3(CCCC3)C2=O)cc1Cl,102,94,1,-1,-4,104,-9,-5
CCOc1ccc(OCCC(=O)N2CCN(S(=O)(=O)c3ccc(F)cc3)CC2)cc1,100,99,2,0,-7,101,-1,1
Cc1cc(=O)[nH]c(N/N=C/c2c(F)c(F)c(F)c(F)c2F)n1,106,97,1,0,0,106,-2,12
Cc1ccc(C(=O)Nc2nnc(S(=O)(=O)N3CCC(C)CC3)s2)cc1,99,89,3,0,-4,100,4,-1
COc1ccc(Cl)cc1S(=O)(=O)N1CCC(C(=O)NCc2ccccn2)CC1,97,105,1,0,12,101,9,5
CCc1sc(N2C(=O)C3C4CCC(C4=C(C)C)C3C2=O)nc1-c1ccccc1 (stereo unspecified),99,103,0,9,6,104,2,-1
CN1CCN(C(=O)/C(=C/c2cn(C)c3ccccc23)NC(=O)c2ccccc2)CC1,89,87,50*,-6,9,83,2,0
CC(C)C(=O)NC(=S)Nc1nnn(C)n1,96,84,1,-2,3,95,6,2
COc1cccc(C(=O)NNC(=O)Cc2ccc([N+](=O)[O-])cc2)c1,99,84,1,1,-8,86,3,-5
CCOC(=O)c1cnn(CCOC(=O)c2ccccc2)c1NC(=O)c1ccccc1,100,96,-1,-1,2,100,-1,5
COc1ccc2c(c1)[N+](C)(C)C(C)(C)C=C2C,112,102,-2,3,-5,105,6,3
O=C(N/N=C/c1ccc(N2CCOCC2)cc1)c1ccccc1NS(=O)(=O)c1cccs1,102,91,1,5,7,99,-4,-3
c1ccc(C[n+]2cccc(-c3ccccc3)c2)cc1,102,94,-1,8,-1,106,8,-7
CC(=O)c1cccc(NC(=O)NC(C)c2ccc3c(c2)OCO3)c1 (stereo unspecified),99,84,23,2,9,88,-21,3
Cc1cc(=O)[nH]c(SCC(=O)NCc2ccc3c(c2)OCO3)n1,100,89,0,9,1,103,1,2
CC(C)C(NS(=O)(=O)c1ccc2c(c1)C(C)(C)C(=O)N2C)C(=O)NCc1ccc(F)cc1 (stereo unspecified),92,96,-1,-1,4,96,-3,-1
Cc1cc(OCC(=O)NCCc2c[nH]c3ccccc23)c2c(C)cc(=O)oc2c1,98,106,1,-13,-4,104,16,-2

# The list goes on (5 carried over from the part before).
SMILES,RPL19A-GFP yeast,LAP4 TOR yeast,AHR act,EBNA-1 inhibitor,proCasp3 act,MEP2-GFP yeast,ZTA DNA inh,proCasp7 act
c1ccc(C[n+]2cccc(-c3ccccc3)c2)cc1,102,94,-1,8,-1,106,8,-7
CC(=O)c1cccc(NC(=O)NC(C)c2ccc3c(c2)OCO3)c1 (stereo unspecified),99,84,23,2,9,88,-21,3
Cc1cc(=O)[nH]c(SCC(=O)NCc2ccc3c(c2)OCO3)n1,100,89,0,9,1,103,1,2
CC(C)C(NS(=O)(=O)c1ccc2c(c1)C(C)(C)C(=O)N2C)C(=O)NCc1ccc(F)cc1 (stereo unspecified),92,96,-1,-1,4,96,-3,-1
Cc1cc(OCC(=O)NCCc2c[nH]c3ccccc23)c2c(C)cc(=O)oc2c1,98,106,1,-13,-4,104,16,-2
O=C(CCl)NCc1cc(-c2ccc(Cl)cc2)no1,95,109,2,-3,6,97,11,8
CC(C)(C)C1CCC(C(=O)Nc2ccccc2)CC1 (stereo unspecified),95,111,0,3,5,102,0,9
O=C(N[C@@H]1C/C=C\C[C@@H](CC(=O)N(CCO)Cc2ccccc2)C(=O)NCCOC1=O)OCC1c2ccccc2-c2ccccc21,95,86,0,.,6,86,.,0
Cc1ccc(/C(O)=C2/C(=O)C(=O)N(c3ccccn3)C2c2ccc([N+](=O)[O-])cc2)cc1 (stereo unspecified),104,86,1,11,-12,99,3,-9
Clc1ccc(N2CCN(c3nc4nonc4nc3N3CCSCC3)CC2)nc1,99,89,-2,3,4,105,10,9
CCOC(=O)c1c(NC(=O)COC(=O)c2cccnc2OCC)sc(C(=O)N(CC)CC)c1C,103,105,6,.,-3,102,.,1
CC(C)OC(=O)CSc1ncnc2c1cnn2-c1ccccc1,94,103,-4,7,5,102,8,-2
CCCCC1(CC)C(=O)NC(=O)NC1=Nc1ccc(OC)cc1 (stereo unspecified),94,102,-1,9,-1,98,9,4
CCN1CCN(CC(=O)n2c3c(c4ccccc42)CC(C)CC3)CC1 (stereo unspecified),91,90,13,-11,18,94,-4,-2
O=C(c1ccccc1)c1ccccc1C(=O)N1CCCC1,96,103,-4,-2,0,101,-9,2
O=C(NCc1cccc(F)c1F)C1CCC(=O)N(C2CCCCCC2)C1 (stereo unspecified),103,98,1,1,4,94,14,14
Cc1cc(C)c(NC(=O)CSc2nnc(CN3CCOCC3)n2C)c(C)c1,96,97,-2,6,-2,91,-8,-9
CCC(C(=O)NC(C)(C)C)N(Cc1ccco1)C(=O)Cn1nnc(-c2ccc(F)cc2)n1 (stereo unspecified),101,105,2,-2,2,103,4,1
COc1ccc(-n2ncc3c2CC(C)(C)CC3NC(=O)C2CCN(C(C)=O)CC2)cc1 (stereo unspecified),99,96,0,4,7,119,2,-3
CCCNC(=O)C12CCC(C)(c3nc4cc(C)c(C)cc4nc31)C2(C)C (stereo unspecified),104,102,4,6,-6,102,0,13
O=C(O)/C=C/c1ccc(-n2ccnc2)cc1,108,108,-2,7,3,104,-2,-6
CNC(=O)NCCN1CCCC1=O,100,99,0,-6,9,100,-6,-5
O=c1c2ccccc2n2c(-c3cccc(Cl)c3)nnc2n1Cc1ccccc1,105,90,2,2,-9,95,6,3
CN(C)c1nc(SCC#N)nc(N2CCOCC2)n1,95,108,-5,7,7,100,8,8
CCOC(=O)c1ccc(N(C(=O)CNC(=O)c2ccco2)C(C(=O)NCC2CCCO2)c2ccc(OC)c(OC)c2)cc1 (stereo unspecified),85,88,0,15,4,69,5,-5
CCOc1ccc(S(=O)(=O)NCC2CCCO2)c2cccnc12 (stereo unspecified),99,96,5,2,2,95,-12,-1
Cc1ccc(OCC(=O)Nc2ccccc2F)cc1C,97,98,-2,-9,1,93,-14,6
c1ccc(CCCCN2C(Nc3ccccc3)=NC[C@@H]2Cc2ccccc2)cc1,98,91,2,1,-2,101,-11,-10
COc1ccc(N(CC(=O)N2CCN(c3ccc(Cl)cc3)CC2)S(=O)(=O)c2c(C)noc2C)cc1,98,92,2,-13,-2,97,-10,-1
C=CCn1cccc(C(=O)Nc2ccc(N(C)C)cc2)c1=O,103,91,15,-13,-6,102,2,4
CCOCCCNC(=S)N1CCC(C(=O)c2ccc3c(c2)OCCO3)CC1,94,99,2,-1,-2,92,-23,9
CCOc1ccccc1OCCN1CCC(Cc2ccccc2)CC1,107,98,-1,4,1,107,-3,-1
Cc1ccccc1-n1c(SCc2c(C)noc2C)nnc1-c1cccnc1,96,93,2,-9,6,98,-10,0
Cc1cc(SCNC(=O)c2ccccc2)nc(C(C)C)n1,99,94,1,11,-12,87,14,-13
COc1ccc(NC(=O)CN(c2ccc(OC)cc2)S(=O)(=O)c2c(C)nn(C)c2C)cc1,103,100,3,-8,-2,111,-1,5
CN(C(=O)/C=C/c1ccc(F)cc1)C1CCCCC1,97,101,1,7,5,96,-12,4
O=S(=O)(NC1=NCCCCC1)c1ccc(Cl)cc1Cl,100,108,-1,.,3,108,3,5
COc1ccc(NC(=S)N(CCCN2CCCCCC2)Cc2cccs2)cc1,94,100,3,6,-4,100,-2,9
Cc1ccc(Cn2c(C(=O)NCCCN3CCOCC3)cc3sccc32)cc1,98,94,7,2,2,96,16,3
FC(F)(F)c1nc(N2CCCC2)ncc1-c1nnnn1-c1ccc(Cl)cc1,100,99,5,-15,3,96,0,-3
CN1C(C(=O)NCc2ccc(OC(F)(F)F)cc2)CC2Cn3c(nc4cc(Cl)c(Cl)cc43)C21 (stereo unspecified),89,103,5,-2,-6,96,1,1
CCOc1ccc(-c2nnn(CC(=O)c3ccc4c(c3)OCCO4)n2)cc1OCC,96,91,-1,-4,9,86,7,9
O=C(CSc1ncnc2c1oc1ccccc12)OCc1ccccc1,101,124,3,1,-5,105,16,-3
Cc1cc(C)n(CC(=O)c2ccc(Br)cc2)c(=O)c1C#N,93,90,9,-4,1,91,3,-7
COc1cc(OC)cc(-c2n[nH]c(=S)n2-c2ccc3c(c2)OCO3)c1,97,84,18,3,-10,88,-18,-12
CC(=O)c1cccc(N(CC(=O)Nc2ccc(S(=O)(=O)N3CCCC3)cc2)S(C)(=O)=O)c1,100,93,13,-11,3,101,3,-5
O=C(O)C1=C[C@H](c2ccc(F)cc2)C[C@H](OCCCCO)O1,95,90,-1,0,-3,102,7,-8
Cc1cccc(C)c1NC(=O)CCCCCNS(=O)(=O)c1ccccc1,98,99,-1,6,-10,99,12,-1
COc1ccc(Cn2c(CCC(=O)Nc3ccc(C)cc3)nc3cccnc32)cc1,97,99,5,-9,-4,100,-5,1
O=C(CSc1nnc(-c2cccs2)n1-c1ccccc1)NCc1ccc2c(c1)OCO2,102,101,-1,-1,2,106,-7,-2
CCc1nc(SCc2ccccn2)c2c(=O)n(C)c(=O)n(C)c2n1,97,92,19,0,-5,91,3,2
Cc1ccc(C(=O)NN2C(=O)C3C4c5ccccc5C(c5ccccc54)C3C2=O)cc1 (stereo unspecified),85,114,2,-11,1,106,-16,-2
Cc1ccc(-n2[nH]c(C)c(/C=N/c3cccc(C)n3)c2=O)cc1,101,102,9,8,1,99,7,2
O=C1C=C(O)CC(c2cccs2)C1 (stereo unspecified),105,106,6,-1,-12,106,-17,-17
CN(C)CCNC(C(=O)Nc1cccc(S(=O)(=O)N2CCOCC2)c1)c1ccccc1 (stereo unspecified),102,102,-1,.,-2,100,1,1

# Marked active in AHR act (from the list above):
Compound	RPL19A-GFP yeast	LAP4 TOR yeast	AHR act	EBNA-1 inhibitor	proCasp3 act	MEP2-GFP yeast
CN1CCN(C(=O)/C(=C/c2cn(C)c3ccccc23)NC(=O)c2ccccc2)CC1	89	87	50*	-6	9	83

# Going on with the list:
SMILES,RPL19A-GFP yeast,LAP4 TOR yeast,AHR act,EBNA-1 inhibitor,proCasp3 act,MEP2-GFP yeast,ZTA DNA inh,proCasp7 act
CN(C)c1ccc(CN(C(=O)c2cccs2)C2CCS(=O)(=O)C2)cc1 (stereo unspecified),102,94,5,-6,-5,98,1,1
O=C(NCCCN1CCCC1=O)c1cccc(S(=O)(=O)Nc2ccc(Br)cc2)c1,100,104,2,-3,-13,104,-2,1
CCOC(=O)C1=C(CS(=O)(=O)c2ccc(C)cc2)NC(=O)NC1c1cc(OC)c(OC)c(OC)c1 (stereo unspecified),107,94,0,-6,6,108,2,-1
CCCCN(C)C(=O)c1cn(C)c2ccc(S(=O)(=O)N(C)C)cc2c1=O,102,101,0,0,6,116,-3,14

# Screens deposited in PubChem BioAssay by several laboratories.
